Screening data deposited in PubChem by National Center for Advancing Translational Sciences (NCATS).
HCMV inh – human cytomegalovirus inhibition. HFF cells, HCMV-luciferase reporter, 72 h; hits give low values. activity change, negative = inhibition, % at 57.5 µM. 410,000 tested, 4.5% active. AID 1259415; in the data active means activity change below about -60%; inconclusive means no clear call, values can overlap the other calls; inactive means above about -39%; further: on the % scale 0 is the no-effect control and ±100 the full control effect
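Two compound doses tested in HFFs infected with HCMV-luciferase, MOI 1 PFU/cell, 72 h at 37C. Lysate luminescence read with OneGlo; data normalized against buffer-only and 10uM Salinomycin inhibitor controls.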
AMA1 RON2 block – AMA1-RON2 (P. falciparum) interaction inhibition | AlphaScreen AMA1-biotinylated RON2 peptide binding | Potency, µM (series often up to 58.2 µM), for the others: at the top dose activity change, negative = inhibition, actives largely listed as inhibitors | 360,000 tested, 0.2% active | AID 720542;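 further: potency means the concentration at half of the fitted maximal effect; 0% = vehicle wells and -100% = peptide control; nearly all actives have a fitted effect of over 45% in size; some results filed as inactive show a strong effect at the top dose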
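AMA1 (3D7) with his tag at 25 nM final met compounds first, then biotinylated RON2 peptide at 25 nM; detection used donor plus acceptor beads, 10 µg/mL apiece, read by AlphaScreen after 30 min at room temperature.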
AmpC inh no detg – inhibitors of E. coli AmpC beta-lactamase without detergent; 330,000 tested, 0.52% active; Potency, µM (top dose mostly 57.1 µM), without a hit: top-dose activity change, negative = inhibition, hits mostly inhibitors; P00811; AmpC nitrocefin hydrolysis, absorbance 480 nm, 0.0001% Triton; AID 485341;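 further: potency means the concentration at half of the fitted maximal effect; plate controls were no compound for no effect and no enzyme for full effect; nearly all actives have a fitted effect of over 20% in size; some results filed as inactive show a strong effect at the top dose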
Target sequence (P00811 whole entry, looked up): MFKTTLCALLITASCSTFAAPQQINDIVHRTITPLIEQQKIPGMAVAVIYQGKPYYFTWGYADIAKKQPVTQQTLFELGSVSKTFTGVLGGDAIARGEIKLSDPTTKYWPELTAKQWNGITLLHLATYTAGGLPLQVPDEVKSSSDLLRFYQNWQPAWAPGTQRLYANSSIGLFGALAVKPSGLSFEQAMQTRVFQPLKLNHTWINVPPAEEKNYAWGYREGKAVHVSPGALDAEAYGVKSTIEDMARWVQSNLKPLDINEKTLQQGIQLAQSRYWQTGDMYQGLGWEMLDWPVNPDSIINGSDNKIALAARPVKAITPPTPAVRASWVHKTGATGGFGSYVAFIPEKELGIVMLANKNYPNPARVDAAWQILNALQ
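20 mM phosphate pH 7.0 + 0.01% (detergent screen) or 0.0001% Triton X-100; 5.3 nM AmpC reagent; cpd preinc 15 min RT; nitrocefin (800 uM stock) to start; A480 q20 s × 4 min; Activity was normalised to no-enzyme and no-compound control wells.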
AmpC inh detg – AmpC beta-lactamase inhibition with detergent present. P00811. AmpC hydrolysis of nitrocefin, absorbance 480 nm, 0.01% Triton. Potency, µM (doses to about 114 µM), without a hit: top-dose activity change, negative = inhibition, hits mostly inhibitors. 370,000 tested, 0.041% active;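 further: potency means the concentration at half of the fitted maximal effect; 0% = no-compound wells and -100% = no-enzyme wells; nearly all actives have a fitted effect of over 25% in size; some results filed as inactive show a strong effect at the top dose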
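AmpC (5.3 nM in the dispensed reagent) in 20 mM phosphate pH 7.0 with 0.01% (detergent screen) or 0.0001% Triton X-100 was preincubated with compounds for 15 min at room temperature. Nitrocefin was then added from an 800 uM solution, and hydrolysis was followed at 480 nm.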
CHX counter – counter-screen hit for Shiga toxin inhibitors, cycloheximide. max response, %. 300,000 tested, 12% active. AID 2314. cell reporter, cycloheximide protein synthesis inhibition counterscreen; in the data active means max response mostly above about 13%, no sharp cut-off; inactive means mostly below about 14%; further: read at 38.3 µM for the half of the compounds with a filed dose; 0% is about no effect
Shiga inhibitor – inhibitors of Shiga toxin in Vero cells; 290,000 tested, 9.2% active; AID 2315; inhibition, % at 38.7 µM; Vero cells, Shiga toxin protein synthesis inhibition reporter; in the data active means inhibition mostly above about 28%, no sharp cut-off; inactive means mostly below about 43%; further: 0% is about no effect
Giardia FBPA inh – blocks Giardia fructose-bisphosphate aldolase activity; Potency, µM (highest dose often 59.6 µM), inactives show at the top dose activity, negative = inhibition, hits mostly inhibitors; A8B2U2; 290,000 tested, 0.71% active; purified Giardia FBPA; AID 2451; further: potency means the concentration at half of the fitted maximal effect; on the % scale 0 is the no-effect control and ±100 the full control effect; nearly all actives have a fitted effect of over 55% in size
Target sequence (A8B2U2 whole entry, looked up): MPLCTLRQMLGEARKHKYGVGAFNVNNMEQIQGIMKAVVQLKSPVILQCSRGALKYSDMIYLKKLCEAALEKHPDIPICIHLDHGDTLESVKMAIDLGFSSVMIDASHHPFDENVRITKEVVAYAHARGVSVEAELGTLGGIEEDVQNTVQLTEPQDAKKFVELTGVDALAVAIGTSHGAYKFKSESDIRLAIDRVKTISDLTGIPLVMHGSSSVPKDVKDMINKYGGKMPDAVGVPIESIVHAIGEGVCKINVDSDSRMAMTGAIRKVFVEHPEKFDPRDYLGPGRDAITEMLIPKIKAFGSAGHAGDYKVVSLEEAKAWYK
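40 nM FBPA preincubated 10 min at RT with compound (up to 57.5 uM final), then substrate plus GAPDH/TPI/NAD/arsenate coupling and diaphorase/resazurin added. Fluorescence read after 20 min at RT, 525/598 nm.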
* = called active by the depositor; ? = inconclusive; / = no result given; [ ] = remark or other dose. Unless noted, the call rests on the fitted dose curve; in most records, active means well fitted curve in the direction sought with a large enough effect; inconclusive means small, poorly fitted or top-dose-only effect, or another doubt; inactive means no such curve, though single readings can be large; an effect the other way counts as inactive or inconclusive.

A first look:
Every second line gives: HCMV inh	AMA1 RON2 block	AmpC inh no detg	AmpC inh detg	CHX counter	Shiga inhibitor	Giardia FBPA inh
CC(=O)n1cc(N(C(=O)CCl)c2ccccc2)c2ccccc21
→ -98*	-3%	8%	-5%	0	-20	-7%
FC(F)(F)c1cc(Oc2ccc(Cl)cc2)nc(-c2ccccn2)n1
→ 4	34%[activator]	-17%	-2%	-3	-10	6%

The list itself, previewed entries included:
Every second line gives: HCMV inh	AMA1 RON2 block	AmpC inh no detg	AmpC inh detg	CHX counter	Shiga inhibitor	Giardia FBPA inh
CC(=O)n1cc(N(C(=O)CCl)c2ccccc2)c2ccccc21
→ -98*	-3%	8%	-5%	0	-20	-7%
FC(F)(F)c1cc(Oc2ccc(Cl)cc2)nc(-c2ccccn2)n1
→ 4	34%[activator]	-17%	-2%	-3	-10	6%
CC(C)(C)c1[nH]nc2c1C(c1ccoc1)C(C#N)=C(N)O2 (stereo not given)
→ 28	-5%	-10%	1%	-5	-12	-6%
COc1cc(NC(=O)CC(C)S(=O)(=O)c2cc3c(cc2C)NC(=O)CO3)cc(OC)c1OC (stereo not given)
→ -33	-9%	-12%	-2%	-2	12	/
O=C(Cn1cnc2c(oc3nc4c(cc32)CCCC4)c1=O)Nc1ccccc1
→ 6	-14%	-29%	-3%	22	18	/
Cc1ccc(CNC(=O)C2CC3Cn4c(nc5cc(Cl)c(Cl)cc54)C3N2C)o1 (stereo not given)
→ 21	-4%	43%	-7%	-3	-6	-4%
Cc1cc2cc(CCNC(=O)c3ccc(S(=O)(=O)N4CCCC4)cc3)c(=O)[nH]c2cc1C
→ -14	-2%	17%	-2%	-1	13	10%
CN1C(=O)N(C)C2(c3ccccc3)NNC(N)=NC12c1ccccc1 (stereo not given)
→ 27	-4%	17%	4%	11	15	-8%
COc1ccc(NC(=O)CCC(=O)OC(C(=O)c2ccccc2)c2ccccc2)cc1 (stereo not given)
→ 6	-2%	-10%	4%	0	16	-7%
O=C(COC(=O)c1ccccc1F)NCc1ccc2c(c1)OCO2
→ -28	-6%	-21%	/	/	/	/
COCCCNc1nc2c(c(=O)n(Cc3cccc(Br)c3)c(=O)n2C)n1C
→ 3	-4%	115%[activator]	-9%	-2	-5	12%
CC(=O)c1cccc(NC(=O)N2CCCC2C(=O)Nc2ccc3c(c2)OCO3)c1 (stereo not given)
→ 13	31%[activator]	-19%	-2%	-1	-11	-3%
COc1ccc(C(=O)NC(C)CCn2cccn2)cc1OC1CCN(C(C)C)CC1 (stereo not given)
→ 16	18%	9%	-3%	-2	-13	/
CCOC(=O)C(C)NC(=O)CCc1nnc2ccc(N3CCCCC3)nn12 (stereo not given)
→ 16	1%	-2%	-13%	-2	-8	4%
O=C(O)c1ccc2c(c1)CCCN2
→ -11	19%	-11%	-2%	-1	-8	-4%
O=C(CSc1ccccc1)Nc1ccc2c(c1)OCCO2
→ 65	-2%	-23%	-1%	40*	75*	/
COc1ccc2cc(C3CC(c4ccco4)=NN3S(C)(=O)=O)c(Cl)nc2c1 (stereo not given)
→ -7	-27%	35%	2%	2	1	-9%
CCOC(=O)CC(NC(=O)Cc1ccc(F)cc1)c1ccccc1Cl (stereo not given)
→ 20	16%	-13%	-10%	-2	-4	0%
O=C(O)[C@H]1CCC(=O)N1Cc1ccco1
→ 42	-16%	-10%	-3%	-3	8	3%
COc1ccc(C2C(C#N)=C(N)Oc3cccc(O)c32)cc1 (stereo not given)
→ 47	-10%	-26%	?	1	/	-10%
Cc1ccc(NC(=S)Nc2cccc3cnccc23)cc1C
→ -27	21%	-22%	1%	32*	54	?
CCOC(=O)Cn1cc(/C=N/NC(=O)CC#N)c2ccccc21
→ -26	9%	3%	5%	-1	10	0%
COc1ccc(NS(=O)(=O)c2ccc(OC)c(NC(=O)CNC(=O)c3ccc(OC)cc3)c2)cc1
→ 1	-9%	-12%	8%	/	/	/
Cc1sc2nc(CN3CCOCC3)[nH]c(=O)c2c1-c1ccccc1
→ -28	4%	-9%	-10%	-4	-9	1%
CC(=O)N1CCC(Nc2ccc(C)cc2)CC1
→ 13	-5%	-12%	-15%	-9	-15	-10%
O=C(COC(=O)c1cccc(OC(F)F)c1)NCC1CCCO1 (stereo not given)
→ 19	12%	-14%	/	/	/	/
CCc1nnc(NC(=O)c2ccc(S(=O)(=O)N3CCc4ccccc4C3)cc2)s1
→ -25	1%	-6%	-9%	-1	-17	11%
COc1ccc2c(c1)CCc1c(C(=O)N3CCCCCC3)noc1-2
→ 44	-9%	36%	?	46*	114*	-12%
O=C(Cn1cc([N+](=O)[O-])ccc1=O)N1CCc2ccccc2C1
→ -13	-3%	-25%	/	/	/	/
Cc1ccc(C(=O)N/N=C/c2ccc(N3CCOCC3)cc2)c(C)c1
→ -7	29%	-25%	-2%	2	-2	0%
O=C(CSc1cccc[n+]1[O-])Nc1ccc(Cl)cc1F
→ 0	-8%	-8%	/	/	/	/
CCN(CC)C(=O)c1[nH]cnc1C(=O)N[C@@H](C)c1ccccc1
→ -8	3%	-2%	1%	/	/	/
COc1ccc(N2CCN(C(=O)COC(=O)CCOc3ccccc3C)CC2)cc1
→ -7	?	128%[activator]	?	/	/	/
Cc1cc(-c2ccco2)n(CC(=O)NCc2ccccc2)n1
→ 6	-9%	15%	?	-5	-8	-1%
CCC1(C)Cc2c(c(=O)n(-c3ccccc3)c3ncnc(N)c23)CO1 (stereo not given)
→ 47	5%	-8%	-7%	-3	-3	0%
O=C(Nc1cccc([N+](=O)[O-])c1)c1ccc2c(c1)OCCO2
→ -107*	-5%	-20%	-9%	41*	89*	-17%
Nc1cc(=O)[nH]c(SCCOc2ccccc2)n1
→ -29	-2%	-37%	?	11	51	-12%
CC(C)Cc1[nH]c(=O)c(C#N)c2c1CCC2
→ 14	2%	-6%	-8%	0	22	3%
Cc1ccc(-n2ncc3c2CCCC3NC(=O)c2ccccc2N2CCOCC2)cc1C (stereo not given)
→ -21	-1%	79%[activator]	4%	2	-27	/
CCOc1cccc(-c2cc(C(=O)N/N=C/c3ccc(OC)c(CN4CCOCC4)c3)c3ccccc3n2)c1
→ 0	-25%	159%[activator]	0%	11	27	-5%
Cc1cc(NC(=O)c2cc3n(n2)C(C(F)(F)F)CC(c2ccco2)N3)no1 (stereo not given)
→ 5	-2%	-18%	-9%	-1	31	1%
CCOc1ccc(NC(=O)c2nn(C)cc2Br)cc1
→ 66	5%	-9%	?	15*	43	-1%
Cn1c(=O)[nH]c(=O)c2c1nc(NCCc1ccccc1)n2CC(O)COc1ccccc1 (stereo not given)
→ -9	5%	0%	-3%	-1	-14	8%
CC(CN1C(C)CCCC1C)OC(=O)c1ccccc1Br (stereo not given)
→ 0	4%	8%	-10%	-1	-10	-18%
Oc1ccc(C(c2nnnn2C2CCCC2)N2CCc3ccccc3C2)cc1 (stereo not given)
→ 34	-12%	-45%	3%	0	-20	-11%
CC(C)(C)NC(=O)C(c1cccs1)N(Cc1cccs1)C(=O)c1csnn1 (stereo not given)
→ 37	3%	1%	-4%	-3	-3	-5%
COc1ccc2c(c1)[nH]c1c(=O)n(CC3CCCO3)cnc12 (stereo not given)
→ 62	29%	-29%	-3%	28*	23	-8%
CCOC(=O)c1c(C2CC2)csc1NC(=O)CSCc1c(C)noc1C
→ 43	?	34%	1%	-3	4	1%
COc1ccc(CC(=O)NC2CC(C)(C)NC(C)(C)C2)cc1OC
→ 8	-1%	0%	0%	0	-3	-12%
COc1ccc([N+](=O)[O-])cc1NC(=O)C(C)N(C)Cc1ccc(Br)cc1 (stereo not given)
→ ?	1%	-29%	-8%	-3	-4	4%

The results go on:
Every second line gives: HCMV inh	AMA1 RON2 block	AmpC inh no detg	AmpC inh detg	CHX counter	Shiga inhibitor	Giardia FBPA inh
Cc1cccc(N2CCN(C(=O)CSc3nnnn3C3CC3)CC2)c1C
→ -25	2%	73%[activator]	13%	/	/	/
CCOc1cccc(/C=N/N=C/c2cccc(OCC)c2O)c1O
→ 25	10%	-5%	-3%	15	70	-3%
O=C1[C@H]2[C@@H](c3ccc(F)cc3)N3C(=O)N(c4ccc(Br)cc4)C(=O)[C@@]3(Cc3ccccc3)[C@H]2C(=O)N1C1CCCCC1
→ -19	7%	-4%	?	1	-6	-9%
CCOc1ccc(NS(=O)(=O)c2cc(C(=O)N3CCC3)ccc2Cl)cc1
→ -4	0%	?	-19%	/	/	/
O=C(CCc1nc(-c2cccs2)no1)Nc1cnc2ccccc2c1
→ 67	-1%[11.6 µM]	-52%	-17%	-2	4	4%
CCC(C)C(NC(=O)C1CCC(C)CC1)C(=O)Nc1ccc(OC)cc1 (stereo not given)
→ -4	16%	-5%	-5%	9	-6	8%
Cc1nc(-c2ccc(S(=O)(=O)N3CCN(CCc4ccccc4)CC3)s2)cs1
→ -31	-1%	-13%	-1%	-1	5	4%
CCn1c(SCC(=O)N/N=C/c2c[nH]c3ccccc23)nnc1-c1ccc(Cl)cc1
→ -4	57%[activator]	0%	0%	-2	-11	-1%
COc1ccc(F)c(CN2CCC(CO)(Cc3cccc(C(F)(F)F)c3)CC2)c1
→ -5	-10%	126%[activator]	3%	-3	-13	-5%
COc1ccc(N2CC(C(=O)Nc3cccc(C)n3)CC2=O)cc1 (stereo not given)
→ 22	2%	38%	10%	1	5	-14%
O=C1c2ccccc2-c2n[nH]c(=O)c3ccc(N4CCCCC4)c1c23
→ -62*	-18%	-32%	-1%	21	44	-5%
N#C/C(=C/c1ccncc1)c1nc2ccccc2c(=O)[nH]1
→ ?	16%	-11%	-1%	-2	25	-25%
CCOC(=O)C1CCN(C(=O)c2cn(-c3ccccc3)nc2-c2cccnc2)CC1
→ /	/	40%	-11%	-4	-6	9%
Cc1cc(Cl)ccc1OCCCC(=O)NO
→ 5	7%	-8%	0%	3	8	?
Cc1cc(NS(=O)(=O)c2ccc(NC(=O)C(C)Oc3ccc(Cl)cc3)cc2)no1 (stereo not given)
→ 15	2%	-32%	-2%	3	-4	27%
CCOc1ccc(CN(C)CC(=O)Nc2cccc(C)c2)cc1OC
→ -30	-2%	50%	-8%	6	14	3%
